Source: PubChem (National Center for Advancing Translational Sciences (NCATS))
D1 ag: human D1 receptor agonism; 1% of 360,000 active; HEK293 T-REx D1 cells, calcium flux, agonist mode; AID 504660; activation, % at 2 µM; in the data active = activation above about 30%; note: 0% is about no effect
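Inducible HEK293 T-REx D1 cells, force-coupled to calcium signalling, were plated at 4000 cells/well with tetracycline and held overnight at 30 C. After no-wash calcium dye loading, compound-evoked calcium rise over 180 s flagged agonists.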
D1 antagonist: antagonists of human D1 dopamine receptor. P21728. HEK293 TREx D1 cells, calcium flux, dopamine EC80; hits give low values. activity change, negative = inhibition, % at 10 µM. 3.2% of 360,000 active. AID 504652; in the data active = activity change below about -30%; note: % is set by controls: 0 for no effect and ±100 for the full control effect
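Calcium flux readout: force-coupled, inducible Hek293 Trex D1 line, cells induced overnight at 30 C with tetracycline, dye-loaded 30–90 min at RT. Antagonism scored against EC80 dopamine challenge given 180 s after compound.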
D2 PAM: positive allosteric modulators of human D2 dopamine receptor. P14416. 0.34% of 340,000 active. AID 485347. potentiation, % at 10 µM. HEK293 T-REx D2, calcium flux, EC20 dopamine potentiation;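 active = potentiation over 3 SD above the plate norm, cut at about 30% in these data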; note: 0% is about no effect
Target sequence (P14416 whole entry, looked up): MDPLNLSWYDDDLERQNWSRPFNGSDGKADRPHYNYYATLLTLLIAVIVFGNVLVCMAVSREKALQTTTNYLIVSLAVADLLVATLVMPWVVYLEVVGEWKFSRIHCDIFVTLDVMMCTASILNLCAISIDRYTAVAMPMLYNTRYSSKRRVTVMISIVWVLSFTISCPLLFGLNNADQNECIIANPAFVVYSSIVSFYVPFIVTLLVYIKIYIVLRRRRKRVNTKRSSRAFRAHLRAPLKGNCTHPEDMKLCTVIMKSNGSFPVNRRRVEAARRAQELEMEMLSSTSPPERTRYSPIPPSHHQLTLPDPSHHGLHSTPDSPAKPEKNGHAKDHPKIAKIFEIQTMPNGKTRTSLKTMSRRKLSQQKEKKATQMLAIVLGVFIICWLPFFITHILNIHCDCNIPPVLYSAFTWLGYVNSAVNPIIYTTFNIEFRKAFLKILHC
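Potentiation of an EC20 dopamine calcium response is measured in a force-coupled, tetracycline-inducible Hek293 Trex D2 line. Compound-only kinetic reads over 180 s flag agonists before dopamine addition.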
RXFP1 agonist: RXFP1 (human) receptor agonism; Q9HBX9; HEK293T-RXFP1 cAMP TR-FRET, 30 min; response scale: percent of porcine relaxin response, buffer zero; Potency, µM (doses to about 57.5 µM), inactives show top-dose activation, hits mostly activators; 0.3% of 370,000 active; note: potency is the fitted concentration of half-maximal effect; % is set by controls: 0 for no effect and ±100 for the full control effect; nearly all actives have a fitted effect of over 60% in size; many of its hits are not listed in these tables
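cAMP rise read by TR-FRET after 30 min, 37C compound exposure (up to 58 uM) in RXFP1-transfected HEK293 cells with Ro 20174 present. EC50 from Hill-equation fits, with 29 nM porcine relaxin as 100% and buffer as basal.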
Vif-APOBEC3G blk: Vif-A3G binding inhibition. HeLa A3G-eYFP + Vif (tagged APOBEC3G with the HIV-1 protein that degrades it), YFP fluorescence, overnight. Potency, µM (doses to about 46.1 µM), for inactives: at the highest dose activity, negative = active, actives largely listed as inhibitors. Q9HC16. 0.076% of 410,000 active. AID 602310;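 note: potency is the fitted concentration of half-maximal effect; % is set by controls: 0 for no effect and ±100 for the full control effect; nearly all actives have a fitted effect of over 60% in size; hits raise eYFP signal because A3G escapes Vif-driven loss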
Target sequence (Q9HC16 whole entry, looked up): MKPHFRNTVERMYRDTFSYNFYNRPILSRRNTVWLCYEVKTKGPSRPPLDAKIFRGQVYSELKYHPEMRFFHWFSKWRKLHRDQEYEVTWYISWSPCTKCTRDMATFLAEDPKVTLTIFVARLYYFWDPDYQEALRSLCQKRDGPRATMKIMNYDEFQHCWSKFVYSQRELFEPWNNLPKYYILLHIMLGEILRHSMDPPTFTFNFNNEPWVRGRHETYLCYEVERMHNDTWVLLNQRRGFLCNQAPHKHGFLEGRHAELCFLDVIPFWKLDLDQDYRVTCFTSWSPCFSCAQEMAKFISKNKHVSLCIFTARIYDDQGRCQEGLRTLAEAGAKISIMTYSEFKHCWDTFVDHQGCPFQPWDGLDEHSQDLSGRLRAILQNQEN
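HeLa cells stably expressing Vif and C-terminally eYFP-tagged A3G, seeded overnight at 37 deg C, then exposed to compound by pintool overnight at 37 deg C. Rise in yellow fluorescence (Ex 488/Em 500-530, Acumen) marks blocked Vif-driven A3G degradation.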
GRP78 ERSR act: induces the endoplasmic reticulum stress response in human glioma cells; U87-MG GRP78 promoter luciferase reporter, 16 h; Potency, µM, inactives show top-dose activation, actives largely listed as activators; 0.02% of 420,000 active; AID 602332; note: potency is the fitted concentration of half-maximal effect; series mostly up to about 76 µM; % of control where 0% means no effect; nearly all actives have a fitted effect of over 35% in size
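ERSR induction read as luciferase luminescence (Bright-Glo, 10 min at room temperature) in stably transfected human U87-MG glioma cells exposed to compounds for 16 h, using GRP78 as sensor.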
D1 potentiator: enhances dopamine response at the human D1 receptor. P21728. HEK293 TREx D1 cells, calcium flux, dopamine EC20 potentiation. potentiation, % at 10 µM. 0.036% of 360,000 active. AID 504651; in the data active = potentiation above about 30%; note: 0% is about no effect
Vif-A3F inh: inhibitors of Vif-A3F interaction; 0.2% of 390,000 active; HeLa A3F-eYFP + Vif (tagged APOBEC3F with the HIV-1 protein that degrades it), YFP fluorescence increase; Potency, µM (series often up to 46.1 µM), for the others: top-dose activity, negative = active; note: potency is the fitted concentration of half-maximal effect; % of control where 0% means no effect; nearly all actives have a fitted effect of over 65% in size
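Fluorescence increase (Ex 488/Em 500-530) after overnight compound treatment at 37 deg C flags inhibition of Vif-driven A3F-eYFP loss in stable HeLa A3F-eYFP/Vif cells seeded overnight beforehand.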
LDHA block: inhibitors of human lactate dehydrogenase A; P00338; purified LDHA, NADH/diaphorase-resazurin fluorescence; hits give low values; 0.15% of 480,000 active; AID 1347041; activity change, % (values are at about 110 or 230 µM); in the data active = activity change below about -30%; inconclusive = mostly about -25% to -30%;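 note: plate controls were DMSO wells for no effect and wells without enzyme for full effect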
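Human LDH5 (2 nM) was incubated with 0.06 mM NADH and 0.2 mM pyruvate for 5 min at room temperature in Tris pH 7.4. Remaining NADH was coupled through diaphorase/resazurin, and resorufin fluorescence was read at 0 and 20 min.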
Starred values were filed as active, the others as inactive; ? = inconclusive; nt = no result given; & = joins results of further samples. Unless noted, calls come from the whole dose curve; as a rule, active = well fitted curve in the direction sought with a large enough effect; inconclusive = small, poorly fitted or top-dose-only effect, or another doubt; inactive = no such curve, though single readings can be large; an effect the other way counts as inactive or inconclusive. Not all compounds are listed; count on the stated rates, not on these rows.

SMILES	D1 ag	D1 antagonist	D2 PAM	RXFP1 agonist	Vif-APOBEC3G blk	GRP78 ERSR act	D1 potentiator	Vif-A3F inh	LDHA block
CCCNC(=S)NCCN1CCCCC1	0	5	5	0.3%	-1%	-7%	-7	-4%	-20
COc1cccc(Cn2c(=O)n(-c3ccc(Br)cc3F)c(=O)c3sc4ccccc4c32)c1	7	-6	nt	7.9%	-4%	-2%	7	-2%	-7
Cc1ccc(N=Cc2c(O)c3ccccc3oc2=O)cc1F	5	-16	-2	5.6%	-3%	-14%	-1	-2%	-7
COc1ccc(-c2nc(NC(C)=O)sc2-c2ccc(OC)cc2)cc1	0	-4	nt	9.1%	-9%	-3%	0	-24%	-12
CCc1ccc(N2CC34C=CC(O3)C(C(=O)OC)C4C2=O)cc1 (stereo not given)	-1	0	4	1.8%	-2%	-2%	4	0%	-6
COc1cc(OC)c(NC(=O)CSc2nc3ccncc3[nH]2)cc1Cl	7	-21	13	1.2%	-5%	-4%	-4	-11%	-8
Cc1ccc(-n2c(=O)c3c4c(sc3n(Cc3cccc(Cl)c3)c2=O)CCC4)cc1C	-2	-3	0	2.8%	1%	-5%	0	-16%	-7
O=C(O)C1CCCCC1C(=O)N1CC=C(c2ccccc2)CC1 (stereo not given)	-1	-2	-12	0.2%	0%	-13%	-3	1%	-6
Cc1ccc(N=C2NC(=O)/C(=C/C=C/c3ccco3)S2)cc1C	2	-16	2	0.1%	?	4%	-6	?	-1
COc1cc(/C=C/C(=O)OCC(=O)N2CCCc3ccccc32)ccc1OC(F)F	21	-3	6	0.3%	0%	0%	1	-2%	-4
CCOc1ccc2nc(NC(=O)C3CCCO3)sc2c1 (stereo not given)	1	-1	-1	0.5%	0%	-6%	5	18%	0
CCOc1cc(C2NC(=O)NC(c3ccccc3)=C2C(C)=O)ccc1OCC(N)=O (stereo not given)	4	-13	1	2.6%	-8%	-3%	-1	8%	-2
N#Cc1c2n(c3c(=O)n(Cc4ccccc4Cl)cnc13)CCCC2	2	-1	-8	1.7%	-2%	0%	1	-2%	1
Cc1ccc(N(Cc2cccs2)C(=O)c2ccc(Br)o2)cc1	8	-19	-22	-0.4%	2%	-3%	-2	1%	6
COc1ccccc1/C(C)=N/NC(=O)c1nnn(-c2nonc2N)c1C(C)C	4	-3	4	-0.4%	-5%	-2%	-8	7%	-14
CC1Cc2c([nH]c3ccccc23)C(=O)N1 (stereo not given)	-3	-3	11	-3.4%	1%	-1%	-2	1%	-3
COc1ccc2[nH]c3c(c2c1)CCN1C(=O)C(CC(=O)NCCc2ccccn2)C[C@H](C(=O)N(C(C)C)C(C)C)[C@@]31C (stereo not given in full)	nt	nt	nt	nt	-4%	0%	nt	4%	2
CCOC(=O)C1=C(C)N(C)C(=S)NC1c1cccc(Cl)c1Cl (stereo not given)	0	-4	0	0.6%	0%	5%	1	8%	-4
Cc1ccc2nc(S(=O)(=O)O)[nH]c2c1	3	3	6	0.4%	3%	-2%	2	0%	0
O=C(Cc1cccc([N+](=O)[O-])c1)Nc1cccc(C(=O)N2CCCC2)c1	nt	nt	nt	nt	0%	-2%	nt	-4%	0
CCOc1ccc(S(=O)(=O)Nc2ccc(C(=O)NCC(c3ccco3)N(C)C)cc2)cc1 (stereo not given)	5	-14	-8	0.7%	-1%	-2%	-7	0%	0
CCn1c(C)[n+](CC(O)COCC2CC=CCC2)c2ccccc21 (stereo not given)	2	-1	-1	-0.1%	0%	-5%	-4	-12%	-21
CCOC(=O)c1oc2ccc(Br)cc2c1CSc1nnc(C)s1	3	-5	5	0.5%	0%	-2%	-5	-8%	-9
O=c1oc2c(CN3CCCC3)c(O)ccc2cc1-c1ccccc1	4	5	-13	26%	-1%	0%	-1	0%	-5
N#Cc1cccc(N=Cc2c(O)ccc3ccccc23)c1	3	11	8	2.3%	-15%	-5%	2	3%	33
Cc1ccc(NC2=C(Cl)C(=O)OC2NC(=O)c2ccccc2)cc1 (stereo not given)	-1	-3	-4	0.5%	3%	-8%	1	-26%	-6
Cc1[nH]c(=O)[nH]c1C(=O)CCCCC(=O)O	1	18	9	4.1%	-4%	-3%	-3	1%	-4
COc1ccc(CCNC(=O)c2ccc(Cn3c(=O)c4ccccc4n(Cc4cccc(C)c4)c3=O)cc2)cc1OC	-2	-7	-5	?	0%	-2%	1	-7%	1
Cc1ccc(C(=O)NC(=S)Nc2ccc(N3CCOCC3)cc2)cc1	9	-12	-6	3.5%	2%	-4%	-6	?	3
CC1(C)NC(=O)N(CC(O)Cn2c3ccccc3c3ccccc32)C1=O (stereo not given)	4	-3	nt	-0.1%	1%	-3%	-1	2%	-5

Four compounds out of the list above, arranged by their value in GRP78 ERSR act, high to low:
molecule	GRP78 ERSR act
O=c1oc2c(CN3CCCC3)c(O)ccc2cc1-c1ccccc1	0%
O=C(Cc1cccc([N+](=O)[O-])c1)Nc1cccc(C(=O)N2CCCC2)c1	-2%
Cc1ccc(C(=O)NC(=S)Nc2ccc(N3CCOCC3)cc2)cc1	-4%
Cc1ccc(NC2=C(Cl)C(=O)OC2NC(=O)c2ccccc2)cc1 (stereo not given)	-8%

Later entries.
SMILES	D1 ag	D1 antagonist	D2 PAM	RXFP1 agonist	Vif-APOBEC3G blk	GRP78 ERSR act	D1 potentiator	Vif-A3F inh	LDHA block
Cc1ccc(NS(=O)(=O)c2ccc3nc(-c4ccccc4)[nH]c3c2)cc1Cl	19	-14	0	1.2%	-3%	8%	-4	-29%	-5
COC(=O)C1=C[C@@H](C(=O)OC)C2C3=C(C(=O)C24CCCCC4)[C@H](C)n2c(=O)n(-c4ccccc4)c(=O)n2[C@@H]3C1 (stereo not given in full)	nt	nt	nt	nt	-3%&0%	-4%&-5%	nt	-6%	-2
O=C(NCCc1ccccc1)Nc1ccc2c(c1)OCO2	-1	11	-2	3.4%	2%	-2%	-4	1%	0
Cc1ccc2c(c1)C1(OCCCO1)C(=O)N2CC#N	-3	9	11	-1.9%	0%	-1%	1	-5%	-3
CC(=O)C1=C(O)CC(C)(C)CC1=NCc1nc2ccccc2[nH]1	2	0	-3	1.3%	7%	-1%	-2	-2%	-5
O=C(N/N=C/c1ccco1)c1cc(C2CC2)[nH]n1	1	12	-3	4.5%	-1%	-6%	0	9%	-5
CC(=O)Nc1ccc(S(=O)(=O)N2CCN(S(=O)(=O)N3CCCCC3)CC2)cc1	0	-8	18	0.2%	-2%	-1%	-3	-11%	-1
CC(C)[C@H](NC(=O)[C@@H]1CSC2c3ccccc3C(=O)N21)C(=O)NCc1ccco1 (stereo not given in full)	-2	0	-1	0.8%	2%	0%	-7	3%	-3
CS(=O)(=O)N(CC(=O)N1CCCC1)Cc1ccc(Cl)c(Cl)c1	-2	-13	-4	0.4%	1%	-2%	0	-4%	-4
CCOC(=O)C(NC(C)=O)C(=O)Nc1c(C)cccc1C (stereo not given)	2	3	8	2.1%	6%	-1%	8	2%	-5
Cc1cc2c(cc1C)CSC(c1ccc(O)cc1)SC2	3	8	8	0.2%	-2%	0%	-3	-4%	1
Cc1ccc(-c2nc3ccc(Cl)cn3c2Nc2ccccc2C)s1	-1	-5	19	3.9%	-1%	0%	2	-13%	0
Cc1c(S(=O)(=O)Nc2ccc3c(c2)OCCO3)cnn1C	0	3	-20	-1.8%	1%	1%	2	11%	-7
O=C1/C(=C/c2cccc(Cl)c2)SC(=S)N1CCC(=O)N1CCCCC1CCO (stereo not given)	8	4	-13	1.3%	-8%	-6%	-10	0%	2
CNc1nccc(-c2ccc(F)cc2)c1C#N	3	3	-1	-0.7%	0%	-2%	-1	8%	-12
Cc1cc(C)c(C)c(S(=O)(=O)N2CCCN(C)CC2)c1C	4	-4	-7	-0.6%	-4%	-2%	-9	-2%	-9
COc1ccc(CCN(CC(=O)NCc2ccc(F)cc2)C(=O)c2snc(C(N)=O)c2N)cc1OC	0	-10	nt	2.0%	1%	-5%	-15	1%	-19
CCc1ccc(Cn2c(CNS(=O)(=O)c3ccc(F)c(Cl)c3)nc3cccnc32)cc1	5	-9	-5	11%	3%	-2%	-3	2%	-7
CCOC(=O)NC(=O)COC(=O)CNC(=O)c1ccc(OCC)c(OCC)c1	3	10	1	-1.0%	-2%	2%	2	2%	-3
Cc1cc(C)nc(NN2C(=O)/C(=C/c3ccccc3)SC2=S)n1	4	2	4	-1.9%	1%	-5%	-1	-12%	0
O=c1cc(CSc2ccccc2)[nH]c2ccccc12	11	-12	-7	-0.4%	-1%	0%	-10	9%	-4
CC1(C)C2CC=C(/C=N/NC(=O)c3ccccc3O)C1C2 (stereo not given)	9	-4	0	1.1%	0%	4%	-5	-1%	8
CC(=O)N(Nc1ccccc1)c1ccccc1	0	-52*	6	1.0%	1%	-6%	-1	-4%	-4
CCC(C)S(=O)(=O)c1snnc1C (stereo not given)	1	2	0	0.2%	1%	0%	12	nt	-6
COc1cc(NC(=O)NC(C)(C(F)(F)F)C(F)(F)F)cc(OC)c1OC	2	11	-13	1.5%	0%	-2%	2	2%	18
COC(=O)C1CCN(C(=O)CSc2nc3nc(C)cc(C)n3n2)CC1	1	0	0	1.8%	-2%	-4%	-4	5%	3
CSc1nc2ccccc2c(=O)n1N	2	5	3	2.3%	-1%	-2%	1	0%	0
CC(=O)NC(CC(=O)Nc1cc(Cl)ccc1-n1cncn1)c1ccccc1 (stereo not given)	1	21	-5	0.3%	-2%	0%	2	-3%	1
Cc1[nH]c2ccc(C(=O)O)cc2c1C	4	-24	10	-0.6%	2%	-1%	-2	1%	2
COc1cccc2cc(C(=O)C3=C(O)C(=O)N(CCCN(C)C)C3c3ccncc3)oc12 (stereo not given)	3	-7	4	8.8%	nt	nt	-4	nt	nt
